High-throughput results deposited in PubChem by Sanford-Burnham Center for Chemical Genomics.
mIAP inh: inhibitors of mouse IAP, primary screen, biochemical, luminescence, uHTS; intestinal alkaline phosphatase [Mus musculus]; purified mouse IAP, CDP-Star luminescence, 30 min; inhibition, % at 10 µM; 330,000 tested, 0.2% active; AID 2806, 2010;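 active = inhibition of at least 40% at 10 µM in the primary screen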;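 also: plate controls were DMSO with enzyme for no effect and no enzyme wells for full effect; values of inactives mirror those of a sister screen read the other way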
Apaf1 inhib: inhibitors of human Apaf-1 apoptosome, primary screen, biochemical, DEVD-Rh110 fluorescence, uHTS; Apoptotic protease-activating factor 1 (Homo sapiens), O14727; reconstituted apoptosome caspase-3 activity; inhibition, % at 20 µM; 330,000 tested, 0.71% active; AID 489030, 2010; active = inhibition of at least 40% at 20 µM;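 also: plate controls were DMSO wells for no effect and DEVD-CHO caspase inhibitor wells for full effect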
Target sequence (O14727 whole entry, looked up): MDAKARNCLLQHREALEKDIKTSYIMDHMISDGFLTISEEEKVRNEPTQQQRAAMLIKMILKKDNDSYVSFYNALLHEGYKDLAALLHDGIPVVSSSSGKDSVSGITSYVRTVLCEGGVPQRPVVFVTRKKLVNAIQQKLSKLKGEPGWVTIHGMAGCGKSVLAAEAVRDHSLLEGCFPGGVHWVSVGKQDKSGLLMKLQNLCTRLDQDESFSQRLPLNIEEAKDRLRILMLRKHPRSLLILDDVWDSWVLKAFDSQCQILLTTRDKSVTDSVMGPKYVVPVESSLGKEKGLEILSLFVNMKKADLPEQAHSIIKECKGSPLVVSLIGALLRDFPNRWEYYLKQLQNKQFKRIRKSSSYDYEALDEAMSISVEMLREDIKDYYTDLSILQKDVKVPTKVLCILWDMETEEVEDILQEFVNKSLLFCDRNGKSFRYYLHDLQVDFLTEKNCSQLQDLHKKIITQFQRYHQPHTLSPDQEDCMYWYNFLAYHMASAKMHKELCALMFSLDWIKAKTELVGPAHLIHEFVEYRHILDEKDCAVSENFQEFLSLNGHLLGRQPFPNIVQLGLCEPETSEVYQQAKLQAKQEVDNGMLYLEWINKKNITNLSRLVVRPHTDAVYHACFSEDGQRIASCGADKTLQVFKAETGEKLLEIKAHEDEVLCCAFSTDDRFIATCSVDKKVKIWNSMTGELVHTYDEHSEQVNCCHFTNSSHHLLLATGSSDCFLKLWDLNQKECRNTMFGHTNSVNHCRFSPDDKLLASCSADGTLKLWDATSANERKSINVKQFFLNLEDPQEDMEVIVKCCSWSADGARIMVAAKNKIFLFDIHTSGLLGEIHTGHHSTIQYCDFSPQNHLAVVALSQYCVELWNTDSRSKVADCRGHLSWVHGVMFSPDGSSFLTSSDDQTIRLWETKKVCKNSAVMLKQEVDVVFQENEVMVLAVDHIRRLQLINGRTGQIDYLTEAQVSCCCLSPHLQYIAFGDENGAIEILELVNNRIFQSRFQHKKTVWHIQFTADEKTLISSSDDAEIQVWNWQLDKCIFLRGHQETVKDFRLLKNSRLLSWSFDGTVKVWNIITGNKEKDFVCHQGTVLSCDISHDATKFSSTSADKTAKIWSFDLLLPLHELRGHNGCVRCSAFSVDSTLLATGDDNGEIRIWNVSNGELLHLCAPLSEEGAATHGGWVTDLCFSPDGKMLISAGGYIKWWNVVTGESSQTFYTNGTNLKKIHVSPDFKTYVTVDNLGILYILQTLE
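Material: reconstituted apoptosome with Apaf-1, cytochrome c, caspase-9, procaspase-3, dATP; medium: pH 7.5 Hepes buffer with CHAPS, BSA, DTT; also added: cytochrome c and DEVD-Rh110 substrate; timing: 30 min plus 50 min, RT; signal: Rh110 fluorescence intensity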
NALP3 yeast inh: NALP3 inflammasome inhibitors in reconstituted yeast, primary screen, luminescence, uHTS | Yeast reconstituted NLRP3/ASC/caspase-1, beta-gal luminescence, 24 h | inhibition, % at 10 µM | 330,000 tested, 0.39% active | AID 2825, 2010;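 active = inhibition of 50% or more; inactive = inhibition below 50%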;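 also: plate controls were induced DMSO wells for no effect and uninduced yeast grown without galactose for full effect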
hIAP activ: human IAP activators, primary screen, biochemical, luminescence, uHTS. Intestinal-type alkaline phosphatase (Homo sapiens), P09923. purified human IAP, CDP-Star luminescence, 30 min; stronger effect = higher value; 1 = vehicle-only enzyme, 0 = enzyme-free background. activation factor at 10 µM. 330,000 tested, 0.16% active;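 active = activation factor of the enzyme at least 2-fold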; also: the source names both 10 and 20 µM as test concentration; values of inactives mirror those of a sister screen read the other way
mIAP act: activators of mouse IAP, primary screen, biochemical, luminescence, uHTS | intestinal alkaline phosphatase [Mus musculus] | muIAP, CDP-Star luminescence, 30 min; stronger effect = higher value; 1 = vehicle-only enzyme signal, 0 = enzyme-free wells | activation factor at 10 µM | 330,000 tested, 0.24% active | AID 2805, 2010;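 active = activation factor of at least 2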; also: the source names both 10 and 20 µM as test concentration; values of inactives mirror those of a sister screen read the other way
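System: mouse IAP enzyme. Reagent: CDP-Star chemiluminescent phosphatase substrate. Benchmarks: DMSO wells, no-enzyme wells. Times: 30 min enzyme-substrate-compound incubation at room temperature. Detection: luminescence from enzymatic CDP-Star hydrolysis. Doses: test compounds delivered from DMSO solution.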
tim10-1 inh: growth inhibitors of tim10-1 mutant yeast, primary screen, luminescence, uHTS; S. cerevisiae tim10-1 ts strain growth, BacTiter-Glo, 24 h; inhibition, % at 20 µM; 330,000 tested, 2.2% active; AID 463190, 2010;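 active = inhibition of at least 40%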;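 also: mutant grown at 25 °C; 0% = DMSO wells with yeast and 100% = wells holding no yeast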
hIAP block: human IAP inhibitors, primary screen, biochemical, luminescence, uHTS. purified IAP, CDP-Star luminescence, 30 min. AID 2544, 2010. Intestinal-type alkaline phosphatase (Homo sapiens), P09923. 330,000 tested, 0.12% active. inhibition, % at 10 µM;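 active = inhibition reaching a set limit with compound at 10 µM in the primary screen, cut at about 35% in these data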;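 also: plate controls were DMSO wells with enzyme for no effect and no-enzyme buffer wells for full effect; values of inactives mirror those of a sister screen read the other way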
ATG4B inh: ATG4B protease inhibitors, primary screen, biochemical, fluorescence, uHTS | ATG4B cleavage of LC3-PLA2, NBD-HPC fluorescence, 1 h | 340,000 tested, 0.51% active | inhibition, % at 8.33 µM; in the data active = inhibition above about 40%
TIM10 inh: growth inhibitors of isogenic TIM10 control yeast, primary screen, counter-screen for tim10-1 yeast inhibitor project, luminescence, uHTS | S. cerevisiae TIM10 strain growth, BacTiter-Glo luminescence, 24 h | inhibition, % at 10 µM | 330,000 tested, 1.4% active | AID 463195, 2010;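 active = inhibition of 40% or more at the single tested concentration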;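 also: wild-type TIM10 isogenic control strain grown at permissive 25 °C; 0% = DMSO yeast wells and 100% = minimal medium wells without yeast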
Starred values were filed as active, the others as inactive. Outcome played no part in choosing rows. Share with any hit: about 4.5%.

SMILES	mIAP inh	Apaf1 inhib	NALP3 yeast inh	hIAP activ	mIAP act	tim10-1 inh	hIAP block	ATG4B inh	TIM10 inh
CCn1c(O)c(/C=N/N=C/c2ccccc2)c2ccc(C3=NNC(=O)CC3)cc21	-0.4	31.8	13.8	0.956	1	29.7	4.4	-34.1	23.7
O=C(NCCNC(=O)c1cc(OCC(F)(F)F)ccc1OCC(F)(F)F)Nc1ccc(Cl)cc1	-36.0	19.1	21.6	1.11	1.36	17.0	-11.0	13.3	-8.6
O=C(NC(=S)NNC(=O)c1ccccc1O)c1cccc([N+](=O)[O-])c1	29.3	-4.6	17.3	1.69	0.707	-18.0	-69.2	11.8	41.9*
CCOC(=O)C1=C(C)NC(=O)NC1c1cc(Br)c(O)c(OC)c1 (centres undefined)	6.1	-7.7	2.2	0.918	0.939	4.7	8.2	-10.6	4.3
O=C(Cc1ccccc1)NCCS(=O)c1ccc(Cl)cc1 (centres undefined)	-8.5	-2.4	8.8	1.01	1.08	-8.2	-1.0	-3.2	-17.9
Fc1ccc(CSc2ccc(-c3cccs3)nn2)cc1	0.2	0.8	-2.7	0.947	0.998	-7.6	5.3	-2.9	-3.7
O=C(Cn1cc([N+](=O)[O-])ccc1=O)NCC(=O)Nc1ccc(F)c(F)c1F	2.0	-6.9	7.8	1.07	0.98	-4.7	-6.7	0.3	-8.2
CCn1cc(C(=O)OC)c(=O)c2ccc(C)nc21	-2.4	-0.1	9.2	1.06	1.02	9.3	-6.0	-2.0	-25.0
CC1CCN(c2ncccc2C(=O)O)CC1	0.5	-14.7	19.7	1.08	0.995	16.7	-7.8	-10.9	11.2
Cc1ccccc1/C=N/n1c(COc2ccccc2)n[nH]c1=S	9.2	3.6	23.4	0.889	0.908	19.3	11.1	5.1	9.7
COc1ccc(Cc2nnc(SCc3c(C)noc3C)n2C2CCCCC2)cc1OC	-0.2	-1.4	4.4	1.04	1	28.1	-4.0	-6.5	18.0
O=C(Nc1ccsc1C(=O)O)c1cccc(Oc2ccccc2)c1	7.6	5.1	15.1	0.999	0.924	13.2	0.1	11.0	0.9
CS(=O)(=O)N1CCN(c2ccccc2NC(=O)Cc2ccc(Cl)cc2)CC1	1.1	6.3	-9.1	1.16	0.989	13.5	-16.1	-6.6	-11.2
CCOc1ccc(/C=N/NC(=O)C2CC2)c(OCC)c1	8.1	-3.6	4.3	0.968	0.919	-1.0	3.2	-4.5	11.7
CCS(=O)(=O)c1ccc(O)c(NC(=O)/C=C/c2ccccc2)c1	6.7	6.4	1.3	0.982	0.933	2.8	1.8	5.7	3.0
Cc1ccc(N(CC(=O)Nc2ccc3c(c2)OCCO3)S(C)(=O)=O)cc1	-4.5	-0.3	23.7	0.95	1.04	-1.0	5.0	-6.3	-6.9
COc1ccc(CCN2CC(C(=O)NCc3c(C)n[nH]c3C)CCC2=O)cc1 (centres undefined)	-3.8	4.1	2.6	0.976	1.04	-1.3	2.4	25.0	2.0
COC(=O)c1ccc(CN2CCN(CCCc3ccccc3)C(CCO)C2)cc1 (centres undefined)	8.3	-5.6	9.7	1	0.917	18.3	-0.4	-23.4	-6.3
CN(CC(=O)Nc1cccc(C(F)(F)F)c1)C1=NS(=O)(=O)c2ccccc21	3.7	-6.3	5.7	0.854	0.963	-2.6	14.6	-0.9	-11.4
CCOC(=O)c1c(NC(=O)c2ccoc2C)sc(C)c1C	3.0	5.5	7.6	0.884	0.97	10.0	11.6	-10.1	15.5
O=C(NCCc1ccc(C(F)(F)F)cc1)c1ccc2c(c1)OCO2	-9.5	-10.4	16.9	1.14	1.09	-0.4	-14.3	-2.7	-2.7
CC(C)c1ccc(NC(=O)C(c2ccccc2)N2CCOCC2)cc1 (centres undefined)	-13.0	7.6	6.4	0.998	1.13	18.9	0.2	5.2	7.2
COc1ccc([N+](=O)[O-])cc1NC(=O)C(C)OC(=O)c1ccccc1C(=O)c1ccc(Cl)cc1 (centres undefined)	6.1	0.9	33.9	0.805	0.939	19.6	19.5	-10.6	-3.0
CCN(Cc1ccncc1)C(=O)c1cc(COc2c(C)cccc2C)on1	-10.6	12.8	3.5	1.14	1.11	-6.3	-13.9	9.4	8.3
CCCc1ccc2oc(C(=O)N(Cc3ccncc3)CC3CCCO3)c(C)c2c1 (centres undefined)	4.8	34.5	-1.5	0.896	0.952	31.5	10.4	-7.0	25.9
SMILES	mIAP inh	Apaf1 inhib	NALP3 yeast inh	hIAP activ	mIAP act	tim10-1 inh	hIAP block	ATG4B inh	TIM10 inh
N/C(=N\OC(=O)c1ccco1)c1ccc(Br)cc1	-10.3	13.6	4.6	0.962	1.1	58.2*	3.8	6.6	55.8*
CCOc1ccc(CONS(=O)(=O)c2ccc(NC(C)=O)cc2)cc1Cl	9.8	2.8	26.2	0.928	0.902	29.0	7.2	-13.7	20.2
CC1(NC(=O)NCCCCCCNC(=O)NC2(C)CCS(=O)(=O)C2)CCS(=O)(=O)C1 (centres undefined)	0.3	0.3	-1.8	1.04	0.997	7.3	-3.8	-5.7	-12.8
Cc1ccc(C(=O)Nc2ccnc(-c3cccnc3)n2)cc1	-6.1	-1.1	28.7	1.16	1.06	-5.9	-15.9	2.4	1.9
CC1=C(C#N)C(c2ccoc2)C(C(=O)OCc2ccccc2)=C(N)S1 (centres undefined)	1.4	19.4	0.4	1.06	0.986	26.7	-5.9	-2.2	3.2
C[C@@H]1CCC[C@]2(O[C@H](CCO)C[C@H](O)[C@H]2O)O1	3.0	-9.9	1.2	0.972	0.97	-3.9	2.8	0.1	0.3
C1=C(CCNc2ncnc3c2cnn3-c2ccccc2)CCCC1	-31.8	5.9	28.8	1.07	1.32	17.0	-6.7	7.4	16.7
Cc1ccc(S(=O)(=O)n2c(CN3CCCC(C)C3)nc3ccccc32)cc1 (centres undefined)	-0.8	11.4	12.5	1.46	1.01	38.9	-46.3	-6.0	30.9
COc1ccc(NC(=O)c2onc(C)c2Cl)cc1	1.8	-2.4	2.6	0.895	0.982	4.2	10.5	-3.4	-12.6
CCOC(=O)CC1(NC(=O)c2cc(COc3c(F)cccc3F)on2)CCCCC1	9.6	-16.2	6.8	1.13	0.904	24.2	-12.6	21.1	1.0
O=C(NCCCN1CCCC1)c1cc2c(Cl)nc3ccccc3c2s1	4.0	4.3	-0.6	1.07	0.96	19.7	-6.8	-9.2	1.1
COc1ccc(N2CCN(C(CNC(=O)C(=O)NCCCn3ccnc3)c3ccco3)CC2)cc1 (centres undefined)	-5.0	-11.8	-11.4	1.17	1.05	4.9	-17.1	-0.1	7.4
O=C(C1=C[C@H](c2ccc(C(F)(F)F)cc2)C[C@H](OCCCCO)O1)N1CCN(Cc2ccc3c(c2)OCO3)CC1	-0.4	33.0	20.4	0.926	1	17.6	7.4	-18.4	8.7
CCOc1ccc(N2CC(C(=O)NCc3ccc(C)n3C)CC2=O)cc1 (centres undefined)	-11.1	-5.5	-7.8	1.09	1.11	20.9	-8.8	-5.2	-13.1
COC(=O)C1=C(C)NC(C)=C(C(=O)OCCN(C)Cc2ccccc2)C1c1cccc([N+](=O)[O-])c1 (centres undefined)	26.2	22.9	20.1	0.968	0.738	23.6	3.2	0.4	15.1
CC[C@H](C)[C@@H]1NC(=O)c2cc([N+](=O)[O-])cc(I)c2SC[C@@H](C(N)=O)NC(=O)[C@H](CCCCN)NC1=O	19.7	17.1	3.9	1.01	0.803	4.7	-0.9	16.0	-8.7
CCOC(=O)c1c(P(=O)(N2CCOCC2)N2CCOCC2)noc1N	-0.8	-0.3	0.2	1.15	1.01	10.2	-14.9	-0.6	0.5
O=S(=O)(Nc1ccccn1)c1cccc(S(=O)(=O)c2ccc(Cl)cc2)c1	4.0	-7.9	-2.7	1.05	0.96	14.9	-5.4	-5.2	-4.5
O=C1c2ccccc2NC(c2ccccc2Cl)N1N=C1CCCCCC1 (centres undefined)	6.2	19.4	8.4	0.902	0.938	9.7	9.8	2.9	29.8
N/C(=N\OC(=O)CCCOc1ccccc1)c1cccc([N+](=O)[O-])c1	16.3	-0.1	20.7	1.04	0.837	55.4*	-4.0	-2.8	26.2
Cc1cc(C(=O)O)cc(S(=O)(=O)NNC(=O)c2cccs2)c1C	-6.5	6.9	-3.9	1.24	1.06	16.6	-23.9	3.9	-13.6
COc1ccc(-c2n[nH]c(C)c2-c2cnn(-c3ccccc3)c2)c(O)c1C	-2.5	-3.0	9.1	0.903	1.02	39.5	9.7	5.6	47.7*
O=C(NC1CCN(C(=S)NCc2ccco2)CC1)NC12CC3CC(CC(C3)C1)C2	1.9	5.9	22.8	1.03	0.981	1.5	-3.4	2.7	11.4
Cn1ncc(Br)c1C(=O)Nc1cccc(C(F)(F)F)c1	4.3	-4.1	12.0	0.998	0.957	7.7	0.2	5.9	-2.8
CCOc1ccccc1Nc1nnc(SCC(=O)NC(Cc2c[nH]c3ccccc23)C(=O)O)s1 (centres undefined)	-14.5	9.9	2.3	0.867	1.15	8.1	13.3	-0.3	-3.5
CCOC(=O)[C@H]1[C@H]2COc3ccc(Cl)cc3[C@@H]2N2C(=O)c3cc(OC)ccc3NC(=O)[C@@]12C	24.8	18.1	13.8	1.22	0.752	-12.2	-21.7	-7.0	-15.7
O=[N+]([O-])c1ccc(N=NN(CCO)CCO)cc1	2.1	-4.0	18.7	1.04	0.979	7.1	-4.0	-5.7	10.2

Quoted at random: two entries already listed, in no set order.
SMILES	mIAP inh	Apaf1 inhib	NALP3 yeast inh	hIAP activ	mIAP act	tim10-1 inh	hIAP block	ATG4B inh	TIM10 inh
O=[N+]([O-])c1ccc(N=NN(CCO)CCO)cc1	2.1	-4.0	18.7	1.04	0.979	7.1	-4.0	-5.7	10.2
N/C(=N\OC(=O)c1ccco1)c1ccc(Br)cc1	-10.3	13.6	4.6	0.962	1.1	58.2*	3.8	6.6	55.8*

A second format for some results above:
Structure: O=S(=O)(Nc1ccccn1)c1cccc(S(=O)(=O)c2ccc(Cl)cc2)c1
- mIAP inh: 4.0
- Apaf1 inhib: -7.9
- NALP3 yeast inh: -2.7
- hIAP activ: 1.05
- mIAP act: 0.96
- tim10-1 inh: 14.9
- hIAP block: -5.4
- ATG4B inh: -5.2
- TIM10 inh: -4.5

Structure: C1=C(CCNc2ncnc3c2cnn3-c2ccccc2)CCCC1
- mIAP inh: -31.8
- Apaf1 inhib: 5.9
- NALP3 yeast inh: 28.8
- hIAP activ: 1.07
- mIAP act: 1.32
- tim10-1 inh: 17.0
- hIAP block: -6.7
- ATG4B inh: 7.4
- TIM10 inh: 16.7

Structure: COc1ccc(N2CCN(C(CNC(=O)C(=O)NCCCn3ccnc3)c3ccco3)CC2)cc1 (centres undefined)
- mIAP inh: -5.0
- Apaf1 inhib: -11.8
- NALP3 yeast inh: -11.4
- hIAP activ: 1.17
- mIAP act: 1.05
- tim10-1 inh: 4.9
- hIAP block: -17.1
- ATG4B inh: -0.1
- TIM10 inh: 7.4
